PKA-R2B activ – activates the human PKA-R2B holoenzyme complex. activation, % at 11.4 µM. actives 0.079% (n = 340,000). AID 504700. PKA-R2B holoenzyme dissociation, Cy5-IP20 fluorescence polarization; R2B truncated from residue 108, S112A mutant; 0% DMSO only, 100% 113 µM cGMP. P22694+P31323;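 active = activation above a cutoff set at the mean over all compounds plus 3 SD, cut at about 18% in these data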;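 note: higher means more holoenzyme dissociation and a rise in polarization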
MOR-DOR ag – OPRM1-OPRD1 heterodimerization agonism; P35372+P41143; cells, luminescence; activation, % at 9.3 µM; actives 0.3% (n = 340,000); AID 504326; in the data active = activation above about 18%;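 note: 0% = vehicle-treated cells and 100% = reference agonist; values of inactives mirror those of a sister screen read the other way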
Pemphigus Ab inh – inhibitors of pemphigus antibody binding to human desmoglein-3 | DSG3-coupled beads, scFv-anti-DSG3-GFP binding, flow cytometry; stronger effect = lower value | AID 588358 | binding (percent of control), % at 10 µM | actives 0.48% (n = 310,000);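 active = binding more than 3 SD below its plate's average and above zero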;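 note: hits lower antibody fragment binding to DSG3; some compounds called inactive have numbers as strong as hits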
Target sequence (P32926 whole entry, looked up, the tested form may be a part): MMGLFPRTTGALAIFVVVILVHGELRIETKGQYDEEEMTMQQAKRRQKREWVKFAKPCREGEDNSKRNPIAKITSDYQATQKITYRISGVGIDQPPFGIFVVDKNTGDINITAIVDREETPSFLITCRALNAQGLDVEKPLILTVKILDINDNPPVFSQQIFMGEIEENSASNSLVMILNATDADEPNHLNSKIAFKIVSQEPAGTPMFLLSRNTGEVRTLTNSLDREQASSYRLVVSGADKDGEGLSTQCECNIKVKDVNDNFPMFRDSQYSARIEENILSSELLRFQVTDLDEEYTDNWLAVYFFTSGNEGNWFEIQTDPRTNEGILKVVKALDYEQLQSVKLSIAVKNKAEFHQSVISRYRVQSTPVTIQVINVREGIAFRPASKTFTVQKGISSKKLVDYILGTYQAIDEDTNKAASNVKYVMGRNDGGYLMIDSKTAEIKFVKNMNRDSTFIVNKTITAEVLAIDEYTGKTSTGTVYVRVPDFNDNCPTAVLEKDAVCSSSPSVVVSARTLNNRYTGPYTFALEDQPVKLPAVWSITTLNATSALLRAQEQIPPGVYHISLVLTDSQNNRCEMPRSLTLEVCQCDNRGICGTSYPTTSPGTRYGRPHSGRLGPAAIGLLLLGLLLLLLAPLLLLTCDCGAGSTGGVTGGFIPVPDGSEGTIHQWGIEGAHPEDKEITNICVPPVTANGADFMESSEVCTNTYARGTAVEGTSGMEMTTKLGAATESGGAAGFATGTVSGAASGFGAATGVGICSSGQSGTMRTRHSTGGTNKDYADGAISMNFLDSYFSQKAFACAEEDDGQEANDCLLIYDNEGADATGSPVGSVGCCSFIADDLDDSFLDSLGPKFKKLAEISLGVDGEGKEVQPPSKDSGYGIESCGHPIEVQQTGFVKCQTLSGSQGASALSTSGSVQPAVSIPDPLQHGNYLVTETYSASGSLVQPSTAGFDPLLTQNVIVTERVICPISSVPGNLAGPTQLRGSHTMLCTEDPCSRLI
Arrestin-AP2 inh – inhibitors of human beta-arrestin and AP2 interaction. FITC-arrestin peptide / GST-AP2 beads, flow cytometry; AP2 beta2 appendage carries R879A mutation. actives 0.31% (n = 340,000). inhibition, % at 10 µM;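 active = inhibition above a set limit, near 3 SD of compounds lacking own fluorescence, cut at about 54% in these data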;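 note: plate controls were DMSO wells for no effect and 5 µM unlabelled arrestin peptide for full effect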
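System: GST-AP2 R879A glutathione beads. Medium: PBS with 0.05% Tween 20 and 0.1% BSA. Also added: FITC-arrestin peptide, 50 nM. Incubation: 12 min plus 1 h, RT. Measured by: high-throughput flow cytometry of beads, ex 488, em 535 nm. Evaluation: percent drop in bead-associated FITC signal.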
DAGLB inhibitor – blocks human DAGLB lipase activity | Q8NCG7 | HEK293T DAGLB membrane lysate, EnzChek fluorogenic substrate | inhibition, % at 5.17 µM | actives 0.059% (n = 340,000) | AID 504411; in the data active = inhibition above about 34%;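 note: 0% = enzyme with vehicle and 100% = wells lacking enzyme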
HTR5A ag – activates human HTR5A in OPRM1-OPRD1 agonist counter-screen; P47898; HTR5A agonist assay, luminescence, cell-based; activation, % at 9.3 µM; actives 0.61% (n = 340,000); in the data active = activation mostly above about 9.5%, no sharp cut-off; inactive = mostly below about 7.6%;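 note: 0% = cells with vehicle only and 100% = reference agonist; strong numbers were not always called active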
PKA-R1A activ – PKA-R1A complex activation; activation, % at 11.4 µM; PKA-R1A dissociation, Cy5-IP20 fluorescence polarization; scaled: DMSO 0%, 113 µM cGMP 100%; P00514+P68181; actives 0.083% (n = 340,000);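 active = percent activation above the mean of all tested compounds plus 3 SD, cut at about 19% in these data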;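 note: higher means more PKAc released from R1A so a rise in polarization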
V-ATPase pH – regulators of yeast V-ATPase proton transport | S. cerevisiae, pHLuorin cytosolic pH fluorescence | response, % at 10 µM | actives 0.37% (n = 350,000) | AID 504577; in the data active = response mostly above about 7.3%, no sharp cut-off; inactive = mostly below about 5.4%; note: actives read high; inactives centre near 0; some compounds called inactive have numbers as strong as hits; reference of the scale not given here
MOR-DOR inv ag – mu-delta opioid heterodimer inverse agonism; P35372+P41143; cell-based MOR-DOR heterodimer luminescence; inhibition, % at 9.3 µM; actives 0.21% (n = 340,000); AID 504357; in the data active = inhibition above about 22%, passing the limit was not always enough;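 note: 0% = cells with DMSO and 100% = wells without cells with DMSO; values of inactives mirror those of a sister screen read the other way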
HTR5A inv ag – inverse agonist of human HTR5A in OPRM1-OPRD1 counter-screen; HTR5A cell line, luminescence, inverse agonism; inhibition, % at 9.3 µM; actives 0.083% (n = 340,000); AID 504634; in the data active = inhibition mostly above about 23%, no sharp cut-off; inactive = mostly below about 18%;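 note: 0% = cells with DMSO and 100% = no-cell wells with DMSO; some compounds called inactive have numbers as strong as hits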
Active calls of the source: *; / = no result given.

SMILES	PKA-R2B activ	MOR-DOR ag	Pemphigus Ab inh	Arrestin-AP2 inh	DAGLB inhibitor	HTR5A ag	PKA-R1A activ	V-ATPase pH	MOR-DOR inv ag	HTR5A inv ag
CCCCOc1ccccc1C1C(C(=O)OC)=C(C)N(C)C(C)=C1C(=O)OC	1	-2.2	110	-1	-4	-5	-1	0	10	-24
CCC(C)(C)NC(=O)C(c1ccccn1)N(C(=O)c1csnn1)c1ccccc1 (stereo not drawn)	-3	-2.5	100	3	-4	6	-5	3	12	6
Cc1onc(-c2c(F)cccc2Cl)c1C(=O)Nc1cccc(Cn2cccn2)c1	7	-0.8	99	29	0	6	-3	-3	4	-19
Nc1nc2c(ncn2-c2ccccc2)c(=O)[nH]1	2	-1.6	110	24	0	-3	-6	-2	8	10
COc1ccc(NC(=O)CCNC(=O)Cn2cnc3ccccc3c2=O)c(OC)c1	2	-2.0	99	5	-1	-5	-2	3	11	16
COc1cc(C(CC(=O)Nc2ccccn2)N2Cc3ccccc3C2=O)cc(OC)c1OC (stereo not drawn)	6	-2.4	92	50	0	-1	-7	5	11	4
O=C(N/N=C/c1ccncc1)c1ccc(NS(=O)(=O)c2cccs2)cc1	-1	-2.6	97	-24	-1	0	-8	-2	13	19
O=C1C2C3CC(C(Br)C3Br)C2C(=O)N1CC1CCCO1 (stereo not drawn)	0	-3.0	/	-13	1	-3	5	1	14	4
COc1cccc(C2CC(c3cccc(Br)c3)n3ncnc3N2)c1 (stereo not drawn)	1	-2.1	102	6	-1	-3	5	0	11	7
CC(=O)NC(c1cccc([N+](=O)[O-])c1)c1ccc2cccnc2c1O (stereo not drawn)	0	2.6	91	23	7	4	-4	5	-12	-16
COc1ccc(/C=C/C(=O)c2c(O)ccc3c(C)cc(=O)oc23)cc1	3	-1.6	100	13	1	-4	-2	12	8	11
COc1ccc(NC(=O)/C(Cl)=C(/Cl)S(=O)Cc2ccc(Cl)cc2)cn1 (stereo not drawn)	-7	-7.8	112	13	15	-4	-2	1	41*	11
COc1ccnc2c1c(=O)n(Cc1ccc(F)cc1)c(=O)n2C	-5	1.0	103	-7	0	2	-5	1	-5	1
COC(=O)c1ccc(COc2ccc(-c3nn[nH]n3)cc2)cc1	-4	-4.4	98	-4	-1	6	2	-1	20	-22
COC(=O)c1ccc(C)c(NC(=O)Cn2c(C)csc2=O)c1	4	-2.7	102	-5	-1	-3	-7	-1	10	6
O=C(c1ccc2c(=O)n(-c3ccccc3)c(=O)[nH]c2c1)N1CCN(c2ccc(F)cc2)CC1	1	1.0	/	-1	1	4	4	1	-5	-11
O=C(CCc1ccccc1)Nc1cc(Cl)ccc1O	-2	6.1	/	-3	-2	2	-10	-2	-36	-5
C[N+](C)=C1SCC(C)(/C=N/O)S1 (stereo not drawn)	-5	-2.3	/	-7	-1	-1	10	1	11	-21
CCN(CC)CCCCN1c2ccccc2Sc2ccccc21	-8	1.9	128	13	4	1	-5	5	-9	-2
CCOc1cccc(/C=C/c2ccc3ccccc3n2)c1OC(C)=O	-1	1.4	99	-13	-6	4	2	0	-6	-11
CCN(CC)S(=O)(=O)c1ccc(C(=O)NNC(=O)c2cccs2)cc1	-1	-0.9	102	-6	0	0	-10	1	5	9
COc1ccc(C(C)(C)NC(=O)C2CCC(=O)N(C3CC3)C2)cc1OC (stereo not drawn)	-7	-1.8	107	32	-3	-4	-9	-3	10	-39
Cc1cc(C(=O)COC(=O)c2nccnc2N)c(C)n1C	7	-0.3	95	13	-1	-2	-9	2	2	5
Clc1ccc(-c2cc(-c3nnc4n3CCCCC4)c3ccccc3n2)cc1	-6	-2.4	98	-31	-2	3	-18	-2	12	-9
Cc1cccc(C(=O)O/N=C2\CCCc3ccccc32)c1	4	1.3	100	5	-13	13*	1	3	-6	-34
CC(C)Sc1nc2c(c(=O)[nH]c(=O)n2C)n1C	-12	-1.6	102	-9	-1	10	-10	1	7	6
CCSc1nnc(Cn2c(=O)sc3ccccc32)n1-c1ccc(OC)cc1	2	-3.2	108	-2	0	-4	-2	6	16	10
O=C(Nc1ccc(Br)cc1)c1cccc(N2C(=O)CCC2=O)c1	-3	-2.1	105	-1	-1	-1	-3	0	11	20
O=C(O)C1C2C=CC(O2)C1C(=O)Nc1cccc(C(F)(F)F)c1 (stereo not drawn)	-16	-3.4	103	1	0	4	5	-2	16	-13
Cc1ccc(S(=O)(=O)N2CCC(N3CCCCCC3)CC2)cc1	-4	-2.0	/	-4	0	-1	8	-9	10	4
CCN(CC)C(=O)c1cc([N+](=O)[O-])cc2c1-c1ccc([N+](=O)[O-])cc1C2=C(C#N)C#N	9	4.8	116	4	2	-1	6	1	-25	0
O=[N+]([O-])c1ccc(N2CCc3ccccc3C2)nc1	-2	0.3	114	38	-4	-1	4	-19	-1	7
CCc1ccc(OCc2n[nH]c(=S)n2Cc2ccccc2)cc1	-7	8.8	88	-6	0	-5	-17	-2	-62	14
Cc1ccc(C)c(SCC(=O)NC(=O)NCc2ccccc2)c1	11	2.6	129	10	-1	12	-5	-1	-14	-2
Cc1ccc(NC(=O)CCC(=O)N2CCC(c3ccccc3)=N2)cc1S(=O)(=O)N1CCCCC1	-14	1.2	103	42	0	0	-17	1	-8	2
COc1cc(OC)cc(C(=O)NCC(=O)OCC(=O)c2cc(C)n(Cc3ccco3)c2C)c1	2	0.9	88	-7	-1	1	5	0	-5	-10
COc1ccc(C(=O)COC(=O)c2ccc(Cl)nc2)cc1OC	-1	-1.4	106	2	-5	-6	-4	-10	8	15
Cc1ccc(C(=O)NC(=S)N2CCN(C)CC2)cc1Br	-6	-2.5	120	0	2	3	-8	3	15	-13
CCOC(=O)c1ccc(NC(=O)COc2ccc(S(=O)(=O)NC(C)C)cc2)cc1	-10	0.6	83	-1	-5	-1	-7	-1	-3	-4
COc1cc(C(=O)Nc2cc(C)ccn2)ccc1OCC(=O)N1CCOCC1	-8	-2.0	106	-16	-2	1	-8	0	14	13

Printed as active in MOR-DOR inv ag (from the list above):
molecule,PKA-R2B activ,MOR-DOR ag,Pemphigus Ab inh,Arrestin-AP2 inh,DAGLB inhibitor,PKA-R1A activ,V-ATPase pH,MOR-DOR inv ag
COc1ccc(NC(=O)/C(Cl)=C(/Cl)S(=O)Cc2ccc(Cl)cc2)cn1 (stereo not drawn),-7,-7.8,112,13,15,-2,1,41*

(next part)
SMILES	PKA-R2B activ	MOR-DOR ag	Pemphigus Ab inh	Arrestin-AP2 inh	DAGLB inhibitor	HTR5A ag	PKA-R1A activ	V-ATPase pH	MOR-DOR inv ag	HTR5A inv ag
O=C(CCNS(=O)(=O)c1ccc(Cl)cc1)NCc1cccnc1	-3	-1.1	97	0	-2	0	-3	2	6	16
Cc1onc(-c2c(F)cccc2Cl)c1C(=O)OCC(=O)NC(N)=O	0	0.9	94	-12	-3	5	-5	-4	-4	-13
O=C(CN1C(=O)NC2(CCCC2)C1=O)N1CCN(C(=O)c2ccco2)CC1	-1	0.6	100	1	0	-2	-3	0	-3	5
COc1ccc(NC(=O)CC(Cc2ccc(Cl)cc2)C(=O)O)cc1 (stereo not drawn)	-7	-3.2	94	0	0	0	-5	1	16	2
CN(C(=O)c1ccc(Br)o1)C1CCCCC1	-4	-4.1	102	-14	-1	-2	3	7	23	15
CCCc1nnc(NC(=O)c2nc(S(=O)(=O)Cc3ccc(C)cc3)ncc2Cl)s1	3	0.8	119	10	5	5	2	1	-4	-19
c1ccc(CCn2nnc3ccccc32)cc1	-13	2.3	93	-6	-6	1	-5	-1	-12	2
O=S(=O)(c1ccc(NCCc2c[nH]c3ccccc23)nc1)N1CCOCC1	-8	-1.2	102	0	-1	2	-2	0	6	-7
COc1cc(NC(=O)CN2CCC(Cc3ccccc3)CC2)c(C)cc1[N+](=O)[O-]	-10	-0.6	111	8	-3	-2	-2	-1	3	5
CCCCCn1c(N)c(C#N)c2nc3ccccc3nc21	-10	1.5	99	-3	0	1	-3	4	-9	-5
CCOC(=O)N1CCN(C(=O)C2CCN(S(C)(=O)=O)CC2)CC1	-5	-1.1	101	4	1	5	1	4	6	-13
Cc1ccccc1-n1nc2c(c1NC(=O)CCCl)CSC2	-5	-1.8	96	43	0	-4	1	-3	9	16
Cc1nn(Cc2ccccc2)c(C)c1C(=O)OCC(=O)c1cc(C)n(CC(F)(F)F)c1C	-1	0.0	107	4	-2	2	-9	-3	0	-27
O=[N+]([O-])c1cc(Cl)ccc1N1CCOCC1	7	-2.9	104	3	4	-3	-12	7	14	0
C[C@H](NC(=O)Cc1cccc2ccccc12)C(=O)N1CCCN(C)CC1	-1	-2.3	88	21	2	2	0	3	11	21
Cc1cc(C)cc(NC(=O)CSc2nc3ccncc3[nH]2)c1	6	-1.1	97	3	0	7	-5	0	6	-20
O=C(CSc1ncn[nH]1)N/N=C/c1ccc(Br)cc1	3	-1.7	83	-24	2	-1	0	0	9	2
COc1ccc(S(=O)(=O)N2CCC(C(=O)Nc3ccccc3C)CC2)c2cccnc12	-7	-1.6	/	-5	1	2	-9	6	8	-6
Cc1cccc(NS(=O)(=O)c2ccc(C(=O)N3CCCC3)cc2)c1C	-8	-2.8	100	27	1	6	12	1	14	3
COCCNCCCOc1ccc(Cl)cc1Br	1	-2.2	99	8	0	5	-1	-5	11	-13
CN1CCN(S(=O)(=O)c2cccc(C(=O)NC3CCCc4ccccc43)c2)CC1 (stereo not drawn)	-2	0.1	102	-2	-4	-4	-3	0	-1	3
O=C(NC1CCN(Cc2ccccc2)CC1)c1ccc(N2CC3CC(C2)c2cccc(=O)n2C3)c([N+](=O)[O-])c1 (stereo not drawn)	3	1.1	115	15	1	-3	6	0	-6	37
COc1ccccc1NCCC#N	-14	-0.1	96	5	2	-6	-5	-3	0	5
CC(CN1CCCC1)OC(=O)c1cccc(F)c1 (stereo not drawn)	-1	-1.1	120	13	2	2	-6	-8	6	-16
CC1(C)CC(=O)c2cn3c(nc2C1)nc1ccccc13	0	-2.2	/	4	0	4	-1	-7	14	-15
Cc1cccc(OCC(=O)NNC(=O)c2ccccc2OCc2c(C)noc2C)c1	3	-4.1	/	18	-4	4	-11	-3	17	-9
Cc1ccc(-c2ccc(CCC(=O)O)n2-c2cccc(O)c2)cc1	-4	-1.3	96	-5	6	2	-14	2	7	-26
O=Cc1nc(-c2ccc(Cl)cc2)n2ccccc12	-1	-0.5	107	2	1	-2	-8	9	2	-8
N#C/C(=C(/O)COC(=O)c1ccc(O)cc1)c1nc2ccccc2[nH]1	-7	-2.0	85	13	0	3	-6	2	10	-9
O=C(CN1C(=O)NC2(CCCCCC2)C1=O)N1CCN(c2ccccc2)CC1	1	-1.3	94	-17	2	3	1	1	5	-7
